Rtt109 HAT inh: inhibitors of C. albicans Rtt109/Vps75 HAT, primary screen, biochemical, ThioGlo CoA-SH fluorescence, plate reader. Histone acetyltransferase RTT109 (Candida albicans (strain SC5314 / ATCC MYA-2876)), …. purified Rtt109/Vps75, 4 h. inhibition, % at 34.9 µM. actives 0.16% (n = 330,000);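 active = inhibition of at least 50% in every replicate; inconclusive = best replicate reaches 50% inhibition but some replicates fall short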
Target sequence (Q5AAJ8 whole entry, looked up): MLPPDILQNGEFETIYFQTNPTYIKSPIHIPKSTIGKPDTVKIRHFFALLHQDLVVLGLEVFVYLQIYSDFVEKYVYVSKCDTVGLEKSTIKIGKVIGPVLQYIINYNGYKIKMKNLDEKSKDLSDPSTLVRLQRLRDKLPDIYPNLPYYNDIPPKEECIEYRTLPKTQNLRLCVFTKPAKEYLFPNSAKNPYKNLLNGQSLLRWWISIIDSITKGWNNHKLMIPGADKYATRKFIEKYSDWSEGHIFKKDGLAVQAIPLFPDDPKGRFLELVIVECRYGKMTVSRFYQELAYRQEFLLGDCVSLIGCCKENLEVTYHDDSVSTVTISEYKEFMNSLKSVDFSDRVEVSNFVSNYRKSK
Wnt bcat act: Wnt/beta-catenin pathway activators, primary screen, cell-based, plate reader, single point; Wnt/beta-catenin reporter cell assay, activator; activation, % at 9.35 µM; actives 1.2% (n = 300,000); AID 743398, 2014; in the data active = activation above about 30%, passing the limit was not always enough; inconclusive = no clear call, values can overlap the other calls;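 also: 0% = neutral control wells and 100% = positive control wells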
Tat export inh: E. coli Tat export inhibitors, primary screen, MC4100, TorA-mCherry reporter, fluorescence, single point. AID 488895, 2010. actives 0.036% (n = 340,000). inhibition, % at 10 µM;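 active = mean replicate inhibition at least 50% and at least half of replicates individually reaching 50%; inconclusive = only one of the two criteria met; inactive = neither criterion met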;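 also: exported cargo escapes ClpAP degradation while cytoplasmic cargo is degraded and loses fluorescence; 0% = median of neutral control wells and 100% = median of NaSCN control wells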
AddAB inh: growth inhibition of E. coli expressing H. pylori AddAB, primary screen, AddAB inhibitor project, absorbance | inhibition, % at 11.9 µM | actives 0.29% (n = 330,000); in the data active = inhibition above about 12%;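 also: 0% = vehicle wells of infected cells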
CAL PDZ FP: CAL PDZ peptide-binding inhibitors, primary screen, biochemical, fluorescence polarization, Cer-tagged CAL PDZ, HTS; purified CAL PDZ, TMR-peptide fluorescence polarization, 1 h; inhibition, % at 20 µM; actives 0.02% (n = 330,000); AID 504414, 2011;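 active = highest replicate inhibition of at least 40%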;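 also: plate controls were DMSO neutral control wells for no effect and unlabeled competitor peptide control wells for full effect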
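material = purified tagged CAL PDZ domain construct (CerCALP) | compound dosing = 20 µM, one dose | times = 1 h at RT | measured by = fluorescence polarization from S- and P-plane intensities, G-factor corrected | read-out = inhibition from polarization loss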
PfHsp90 yeast 2: growth inhibition of PfHsp90-expressing yeast, primary screen, antimalarial PfHsp90 inhibitor project, S. cerevisiae, BacTiter-Glo luminescence, single point, set 2; actives 0.32% (n = 310,000); inhibition, % at 9.4 µM; BacTiter-Glo ATP, 48 h; yeast lacking PDR1 and PDR3 efflux regulators;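 active = every replicate shows inhibition above about 80%, whatever the replicate mean, limit read from the data; inconclusive = mean inhibition reaches the set limit but some replicate falls short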;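 also: 0% = DMSO neutral controls and 100% = 20 µM radicicol positive controls; yeast relying on Plasmodium falciparum Hsp90 in place of its own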
PvdQ inh: P. aeruginosa PvdQ acylase inhibitors, primary screen, biochemical, fluorescence, plate reader and imaging, single point. purified PvdQ acylase. inhibition, % at 10 µM. AID 488965, 2010. actives 0.063% (n = 340,000); in the data active = inhibition above about 30%, passing the limit was not always enough; inconclusive = no clear call, values can overlap the other calls;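 also: 0% = vehicle neutral wells and 100% = reference inhibitor wells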
E coli growth: E. coli V3065 growth inhibition, primary screen, counter-screen for AddAB inhibitor project, absorbance, OD600; 18 h; inhibition, % at 11.9 µM; actives 0.27% (n = 330,000);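 active = inhibition above the campaign's mean inhibition across all tested compounds plus 3 SD, cut at about 9.9% in these data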;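 also: uninfected addAB+ strain grown without phage in ampicillin broth; 0% = DMSO wells and 100% = ciprofloxacin 0.95 µg/ml wells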
DAGLB inhibitor: DAGLB lipase inhibitors, primary screen, biochemical, fluorescence, HTS; actives 0.059% (n = 340,000); HEK293T DAGLB membrane lysate, EnzChek fluorogenic substrate; inhibition, % at 5.17 µM; AID 504411, 2011; Diacylglycerol lipase-beta (Homo sapiens), Q8NCG7; in the data active = inhibition above about 34%;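 also: 0% = enzyme with vehicle and 100% = wells lacking enzyme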
Target sequence (Q8NCG7 whole entry, looked up): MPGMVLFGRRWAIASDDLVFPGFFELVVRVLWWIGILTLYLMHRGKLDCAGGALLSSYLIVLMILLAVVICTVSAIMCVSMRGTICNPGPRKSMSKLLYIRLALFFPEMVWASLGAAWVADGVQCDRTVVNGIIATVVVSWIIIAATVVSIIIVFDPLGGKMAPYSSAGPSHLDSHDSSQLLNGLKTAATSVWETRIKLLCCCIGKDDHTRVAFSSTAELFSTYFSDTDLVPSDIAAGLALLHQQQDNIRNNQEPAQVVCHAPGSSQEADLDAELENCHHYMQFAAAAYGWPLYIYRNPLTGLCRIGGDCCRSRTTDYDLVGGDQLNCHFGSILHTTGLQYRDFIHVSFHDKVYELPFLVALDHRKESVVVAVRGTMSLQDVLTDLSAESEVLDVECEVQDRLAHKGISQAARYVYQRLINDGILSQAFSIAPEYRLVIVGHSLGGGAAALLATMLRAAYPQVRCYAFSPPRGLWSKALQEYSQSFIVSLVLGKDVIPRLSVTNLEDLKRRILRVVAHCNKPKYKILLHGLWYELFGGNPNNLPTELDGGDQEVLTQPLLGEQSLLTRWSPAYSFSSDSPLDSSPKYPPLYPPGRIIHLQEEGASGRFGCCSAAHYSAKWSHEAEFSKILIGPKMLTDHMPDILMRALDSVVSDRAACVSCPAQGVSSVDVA
phage Ecoli inh: growth loss of phage-infected E. coli, primary screen, RecBCD inhibitor project, absorbance, with phage, HTS | AID 651602, 2012 | inhibition, % at 11.9 µM | actives 0.26% (n = 360,000); in the data active = inhibition above about 11%
An asterisk follows results filed as active; u = inconclusive; x = not tested or not shown; & = joins results of further samples.

SMILES | Rtt109 HAT inh | Wnt bcat act | Tat export inh | AddAB inh | CAL PDZ FP | PfHsp90 yeast 2 | PvdQ inh | E coli growth | DAGLB inhibitor | phage Ecoli inh
CN(C)/C=C1\C(=O)N(c2ccc(F)cc2F)C(c2cccnc2)S1(=O)=O (configuration not stated) | -2 | -1 | -15 | 8.4 | -0.5 | 7 | -10 | 1.3 | -4 | 2.8
C/C(N)=C(/C#N)C(=O)CSc1nc2ccccc2c(=O)n1CCCOC(C)C | -3 | x | 2 | -0.3 | -1.8 | 12 | -14 | -1.9 | -1 | 1.7
Nc1c(S(=O)(=O)c2ccccc2)c2nc3ccccc3nc2n1CCN1CCOCC1 | -11 | -5 | 14 | -0.5 | -4.0 | x | -6 | 1.3 | 2 | 3.6
COc1ccc(C)cc1NC(=O)c1ccc(OCc2c(C)noc2C)cc1 | -3 | -2 | 4 | -0.1 | -0.9 | 2 | 4 | 1.7 | -3 | 3.9
COc1ccc(C(=O)Nc2nnc(S(=O)(=O)N3CCOCC3)s2)cc1 | -3 | 0 | -3 | 4.2 | -1.6 | -16 | -13 | -2.4 | 1 | 0.8
O=C(CCSCc1ccc(Cl)cc1)NCCC1=CCCCC1 | -2 | -1 | 11 | 2.4 | -0.3 | -8 | 3 | 0.7 | -9 | 1.4
O=C(C[N+]12CC[N+](CC(=O)c3ccc(F)cc3)(CC1)CC2)c1ccc(F)cc1 | -4 | 2 | -2 | 1.1 | -0.2 | -5 | 3 | -1.4 | -2 | 0.0
CSc1nc2nc3c(c(=O)n2[nH]1)CCC3 | 0 | x | 0 | 1.8 | -0.3 | -12 | -22 | -0.9 | -1 | 3.1
COc1ccc(-n2c3c(cc(C(=O)N4CCCCC4)c2=O)C(=O)CC(C)(C)C3)cc1 | 1 | -7 | 11 | -1.8 | x | 4 | -10 | -0.2 | 0 | 2.2
COc1ccc(-c2nc(CS(=O)CC(=O)NC(C)CCc3ccccc3)c(C)o2)cc1OC (configuration not stated) | 7 | -5 | -2 | 0.3 | 0.4 | -103 | -13 | -0.6 | 0 | 0.0
O=C(O)c1cccc(-n2sc3ccccc3c2=O)c1 | 178* | 6 | -13 | 1.4 | 1.5 | -3 | -6 | 1.6 | 1 | 2.4
COCCNC(=O)Cn1c(=O)n(C)c2ccccc21 | -5 | -4 | -3 | -2.1 | -1.0 | 20 | 1 | -2.3 | 0 | 1.5
CCCNC(=O)N1CCN(Cc2ccco2)CC1 | x | -3 | -7 | 2.0 | -2.6 | -12 | 5 | -3.5 | -2 | 3.7
C[C@H](NC(=O)c1nc[nH]c1C(=O)N1CCN(c2ccccc2)CC1)C(=O)OCc1ccccc1 | 4 | 1 | -10 | 2.8 | 0.6 | 2 | 7 | 1.5 | 0 | 1.3
COC(=O)CC1Oc2ccc(C)cc2NC1=O (configuration not stated) | -7 | 1 | -1 | 4.5 | 0.4 | -17 | -8 | -1.8 | -1 | 2.0
CCCCNC(=O)c1ccc(CNc2c(N3CCC(C(=O)OCC)CC3)c(=O)c2=O)cc1 | -6&10 | -2&-3 | -9&-9 | -0.8 | 0.1&0.8 | -22&-24 | -17&10 | -3.0 | -2&1 | 3.3&1.4
CCN(CC)S(=O)(=O)c1cccc(C(=O)N/N=C/c2ccc(O)c(O)c2O)c1 | u | x | 5 | 14* | -6.3 | 29 | 4 | 9.6 | 6 | 14*
COc1ccc2cc(C(c3nnnn3C(C)(C)C)N3CCSCC3)c(=O)[nH]c2c1 (configuration not stated) | x | -5 | 2 | -1.1 | -1.9 | -11 | -13 | 1.1 | 2 | -0.6
COc1cccc(SCc2noc(C(=O)NC(C)C)c2C(=O)NC(C)C)c1 | 6 | 3 | 3 | 1.3 | 0.5 | -11 | 4 | 0.2 | -9 | 0.8
O=C(NC(=S)NCc1cccnc1)c1cc(Br)ccc1Cl | -4 | 0 | -3 | 1.2 | -0.6 | -15 | 13 | 0.4 | -2 | 0.6
COc1ccc(S(=O)(=O)Cc2ccc(C(=O)O)o2)cc1 | 4 | 3 | -2 | 2.4 | -1.6 | 14 | -9 | 0.5 | 0 | 0.6
Cc1ccc(/C=C/C(=O)Nc2nnc(C)s2)o1 | 1 | x | -1 | 1.9 | -0.5 | 10 | -9 | -1.8 | 5 | 2.7
CCOC(=O)c1c(C)[nH]c(C)c1S(=O)(=O)NCCc1cccs1 | -4 | -1 | -4 | 1.5 | -0.1 | -24 | 0 | 0.4 | 0 | 0.2
CN(C)S(=O)(=O)c1cccc(NC(=O)c2c[nH]c3ccccc23)c1 | 7 | 5 | 2 | 0.2 | -3.1 | -64 | -9 | 1.1 | 0 | 3.8
OC1CCCCC1Sc1nc2ccccc2s1 (configuration not stated) | 6 | 28 | 1 | 0.6 | -2.2 | 6 | -2 | 1.6 | -1 | 0.8
COc1ccc(NC(=O)CN(CC(=O)Nc2ccc(OC)cc2)C(C)(C)CO)cc1 | 7 | 2 | 2 | 0.2 | -0.4 | -2 | -14 | 0.9 | -1 | 1.2
O=C(OCCOCCOC(=O)Oc1ccccc1)Oc1ccccc1 | -1 | -1 | -10 | x | -0.2 | 5 | -10 | x | -2 | 3.1
Cc1cc(C)cc(C(=O)NCC(=O)N2CCC(C(N)=O)CC2)c1 | 2 | -3 | -8 | 3.0 | -0.2 | 6 | -12 | 1.7 | 1 | 4.2
COc1ccc(C2=NN(C(N)=S)C(c3ccccc3)C2)cc1 (configuration not stated) | 0 | 17 | -4 | 2.5 | -2.7 | 9 | -5 | -0.4 | 0 | 4.5
Cc1ccc(/C=N/Nc2ccc(F)cc2F)s1 | -16 | 0 | -3 | -0.9 | -1.0 | 31 | -13 | 0.2 | -6 | -1.7
O=C(c1ccco1)N1CCN(C23CC4CC(CC(C4)C2)C3)CC1 | -2 | 2 | 0 | -2.3 | 0.4 | -9 | 0 | 0.1 | 1 | 1.5
Cc1cccc(N2CC(C(=O)O)CC2=O)c1 (configuration not stated) | -4 | -4 | 1 | -0.2 | -2.7 | x | 4 | 0.9 | -1 | 2.7
COc1cc(/C=C/C(=O)OCC(=O)c2ccc[nH]2)cc(OC)c1OC | -3 | -4 | 0 | -0.7 | 0.4 | 2 | -10 | -1.1 | -3 | 3.7
Cn1c(CC(=O)NNC(=O)c2ccc(F)cc2Cl)nc2ccccc21 | -15 | -3 | -1 | -3.6 | -0.5 | x | -8 | -8.3 | 1 | -2.9
Cn1c(=O)c2c(ncn2Cc2cc(-c3ccccc3)no2)n(C)c1=O | -15 | x | -2 | 4.8 | -0.7 | 23 | -14 | 4.3 | -1 | 1.9
CC(OC(=O)c1ccc(NC(=O)CC#N)cc1)C(=O)NC(=O)NC1CCCCC1 (configuration not stated) | -12 | 0 | -7 | 2.1 | -1.2 | 1 | -4 | -1.5 | 6 | 0.6
N#C/C=C(/N)N1CCN(c2ccc(Cl)c(Cl)c2)CC1 | 5 | x | 3 | 2.8 | -0.6 | x | -13 | 2.9 | 1 | 0.6
Cn1[nH]c(=O)c2ccccc2c1=O | 3 | 0 | 6 | 2.0 | -1.7 | -10 | -11 | 2.2 | -2 | 2.2
Cc1cc(C)nc(NC(=O)c2cc([N+](=O)[O-])cc([N+](=O)[O-])c2)n1 | -7 | 0 | -8 | 1.3 | -0.8 | 4 | 5 | -1.7 | 0 | 1.9
O=C(Cn1cnc2cc([N+](=O)[O-])ccc2c1=O)NC1CCS(=O)(=O)C1 (configuration not stated) | 4 | 0 | 1 | 0.7 | -0.8 | -3 | -2 | 0.5 | 0 | 2.4
O=C(OCC(=O)N1CCOCC1)c1cc(=O)[nH]c2ccccc12 | -4 | 3 | 0 | -0.2 | 0.1 | -20 | 8 | -0.8 | -1 | 4.4
CCOC(=O)C1=NN(c2ccc(F)cc2)C2=NC(C)=C(C(=O)OC)C(c3cccs3)N12 (configuration not stated) | -4 | 0 | 5 | -1.4 | 0.3 | -27 | 3 | 0.1 | -1 | 2.2
O=C(NCCCNC(=O)c1ccccn1)c1ccc(Br)cc1 | -1 | 0 | 1 | -0.3 | -1.4 | 11 | -12 | 1.4 | 0 | 1.3
COc1ccc(S(=O)(=O)N(C)C)cc1NC(=O)CSc1nnc(-c2cccnc2)o1 | -4 | 1 | u | -0.9 | -1.8 | x | -15 | -0.3 | -2 | 1.9
Cc1cccc(OCC(=O)OC(C)C(=O)Nc2ccc(Cl)cn2)c1 (configuration not stated) | 2 | -3 | 8 | 0.0 | -3.0 | 1 | -10 | -0.3 | 1 | 6.1

Single records, from the list above. Screens in order: Rtt109 HAT inh | Wnt bcat act | Tat export inh | AddAB inh | CAL PDZ FP | PfHsp90 yeast 2 | PvdQ inh | E coli growth | DAGLB inhibitor | phage Ecoli inh
Profile of Cn1c(=O)c2c(ncn2Cc2cc(-c3ccccc3)no2)n(C)c1=O : -15 | x | -2 | 4.8 | -0.7 | 23 | -14 | 4.3 | -1 | 1.9
Profile of Cc1cccc(OCC(=O)OC(C)C(=O)Nc2ccc(Cl)cn2)c1 (configuration not stated) : 2 | -3 | 8 | 0.0 | -3.0 | 1 | -10 | -0.3 | 1 | 6.1
Profile of O=C(NCCCNC(=O)c1ccccn1)c1ccc(Br)cc1 : -1 | 0 | 1 | -0.3 | -1.4 | 11 | -12 | 1.4 | 0 | 1.3
Profile of Cc1cccc(N2CC(C(=O)O)CC2=O)c1 (configuration not stated) : -4 | -4 | 1 | -0.2 | -2.7 | x | 4 | 0.9 | -1 | 2.7

(list continues)
SMILES | Rtt109 HAT inh | Wnt bcat act | Tat export inh | AddAB inh | CAL PDZ FP | PfHsp90 yeast 2 | PvdQ inh | E coli growth | DAGLB inhibitor | phage Ecoli inh
O=C(NCc1ccco1)c1cccc2c1C(=O)c1ccc(N3CCC(Cc4ccccc4)CC3)cc1S2(=O)=O | -3 | x | 4 | 6.0 | 0.9 | 4 | -3 | 0.9 | -19 | x
CCc1noc(C)c1C(=O)N1CCCC(N2CCN(c3ccccc3F)CC2)C1 (configuration not stated) | -6 | 1 | 5 | -0.1 | -0.3 | -10 | -6 | -0.3 | -2 | -1.7
COc1cc(C(=O)NNC(=O)c2ccccc2Br)ccc1OCC(=O)N1CCOCC1 | 10 | 0 | -13 | -0.2 | 0.3 | -4 | -1 | 2.8 | 1 | 4.1
Cc1cccc(C(=O)Nc2ccccc2SCC2CSc3nc4ccccc4c(=O)n32)c1 (configuration not stated) | 7 | 3 | -1 | 0.5 | -1.1 | 1 | -1 | -1.1 | -2 | -0.2
COc1ccc(Cl)cc1NS(=O)(=O)c1ccc(OC)c(OC)c1 | -5 | x | 1 | 0.3 | -1.4 | 14 | -3 | -1.7 | 0 | 1.3
Cc1ccc(C(=O)N/N=C\c2ccncc2)s1 | -14 | 5 | 12 | -0.2 | -0.6 | 16 | -4 | 0.5 | 0 | 1.5
COc1ccc(/C=C2\SC(=O)N(CCNC(=O)Cc3coc4cc(OC)ccc34)C2=O)cc1 | 1 | 14 | 2 | 3.2 | -0.4 | 10 | -5 | -1.7 | -2 | 2.8
